CAL PDZ FP-1: CAL PDZ (human) peptide binding inhibition | purified CAL PDZ, TMR-peptide fluorescence polarization, 1 h | AID 602252 | 300,000 tested, 0.92% active | inhibition, % at 24.9 µM | Q9HD26;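 active = mean inhibition of at least 30% with at least half of replicates also reaching 30%; inconclusive = no clear call, values can overlap the other calls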;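 note: 0% = DMSO neutral control and 100% = excess unlabeled competitor peptide PRC23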
V-ATPase pHluor: alters yeast V-ATPase proton transport; 350,000 tested, 0.37% active; response, % at 10 µM; S. cerevisiae, pHLuorin cytosolic pH fluorescence; in the data active = response mostly above about 7.3%, no sharp cut-off; inactive = mostly below about 5.4%; note: actives read high; inactives centre near 0; some compounds called inactive have numbers as strong as hits
CDK5 inh: inhibitors of human CDK5/p35 kinase | Q00535+Q15078 | Recombinant CDK5/p35, ADP-Glo luminescence, 60 min | AID 488839 | 330,000 tested, 0.01% active | inhibition, % at 10 µM;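 active = highest replicate inhibition of at least 50% and at least 75% of replicates reaching 50%; inconclusive = only one of the two criteria met; inactive = both criteria failed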;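 note: plate controls were DMSO neutral control for no effect and GW8510 at 10 µM for full effect; many of its hits are not listed in these tables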
Target sequence (Q00535 whole entry, looked up): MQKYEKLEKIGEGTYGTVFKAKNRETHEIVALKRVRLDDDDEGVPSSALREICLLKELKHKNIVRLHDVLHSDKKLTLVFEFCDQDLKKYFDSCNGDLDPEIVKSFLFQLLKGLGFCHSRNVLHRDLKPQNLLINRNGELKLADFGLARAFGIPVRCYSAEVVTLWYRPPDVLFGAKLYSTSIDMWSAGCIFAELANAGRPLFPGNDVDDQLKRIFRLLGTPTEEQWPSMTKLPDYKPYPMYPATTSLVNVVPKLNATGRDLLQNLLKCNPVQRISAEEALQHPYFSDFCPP
Target sequence (Q15078 whole entry, looked up): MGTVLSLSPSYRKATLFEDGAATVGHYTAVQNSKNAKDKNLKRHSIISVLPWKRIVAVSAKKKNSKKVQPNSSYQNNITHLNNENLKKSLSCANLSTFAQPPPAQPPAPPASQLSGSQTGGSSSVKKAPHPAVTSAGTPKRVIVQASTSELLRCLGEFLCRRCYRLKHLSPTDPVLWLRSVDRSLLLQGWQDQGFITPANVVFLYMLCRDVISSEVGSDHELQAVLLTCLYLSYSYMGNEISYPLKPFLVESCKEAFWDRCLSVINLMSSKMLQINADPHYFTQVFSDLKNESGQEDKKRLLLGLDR
CAL PDZ FP-2: human CAL PDZ-peptide interaction inhibition; Q9HD26; purified CAL PDZ, TMR-peptide fluorescence polarization, 1 h; inhibition, % at 20 µM; 330,000 tested, 0.02% active; AID 504414;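 active = highest replicate inhibition of at least 40%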;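 note: plate controls were DMSO neutral control wells for no effect and unlabeled competitor peptide control wells for full effect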
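material = purified tagged CAL PDZ domain construct (CerCALP) | buffer or medium = sodium phosphate/NaCl buffer pH 7.4 with TCEP, IgG, Thesit | reagent = TMR-labelled reporter peptide T*-PRC34 bound in PDZ groove | incubation = 1 h room-temperature incubation prior to read | measured by = fluorescence polarization (mP) | evaluation = percent inhibition from loss of millipolarization | control set = unlabelled peptide and DMSO controls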
MITF TRPM1 HTS: activators of MITF-driven TRPM1 promoter activity in SK-MEL-5 cells; SK-MEL-5 TRPM1-promoter luciferase, 24 h; % of positive control, neutral wells = 0; activation, % at 12.5 µM; 300,000 tested, 0.75% active; AID 588334;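 active = mean activation of at least 80% with every replicate also reaching 80%; inconclusive = mean reaches 80% but some replicate falls short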;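 note: 0% = neutral control wells and 100% = parthenolide positive control wells; values of inactives mirror those of a sister screen read the other way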
Rtt109 Vps75: C. albicans Rtt109 histone acetyltransferase inhibition; Q5AAJ8; purified Rtt109/Vps75, ThioGlo CoA-SH fluorescence, 4 h; inhibition, % at 34.9 µM; 330,000 tested, 0.16% active;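 active = inhibition of at least 50% in every replicate; inconclusive = best replicate reaches 50% inhibition but some replicates fall short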
cardiac RTF act: cardiac RTF calcium sensitization | activation, % at 7.2 µM | AID 493008 | P19429+P45379 | 340,000 tested, 0.24% active | IANBD-labeled TnC RTF fluorescence at EC20 calcium; 0% EC20 calcium, 100% full calcium;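 active = activation above the mean over all tested compounds plus 3 SD, cut at about 30% in these data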;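 note: rise in fluorescence read as greater calcium sensitivity of cardiac thin filaments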
dFosB activator: enhances mouse delta FosB homodimer DNA binding. P13346. purified delta FosB, TAMRA-CDK5 oligo fluorescence polarization; percent of positive-control signal above neutral wells. activation, % at 25 µM. 340,000 tested, 0.99% active;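 active = mean activation above about 17%, with every replicate also reaching it, limit read from the data, passing the limit was not always enough; inconclusive = only one of the two conditions met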;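 note: fluorescence polarization rise as delta FosB binds a TAMRA Cdk5 AP-1 oligo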
Target sequence (P13346 whole entry, looked up): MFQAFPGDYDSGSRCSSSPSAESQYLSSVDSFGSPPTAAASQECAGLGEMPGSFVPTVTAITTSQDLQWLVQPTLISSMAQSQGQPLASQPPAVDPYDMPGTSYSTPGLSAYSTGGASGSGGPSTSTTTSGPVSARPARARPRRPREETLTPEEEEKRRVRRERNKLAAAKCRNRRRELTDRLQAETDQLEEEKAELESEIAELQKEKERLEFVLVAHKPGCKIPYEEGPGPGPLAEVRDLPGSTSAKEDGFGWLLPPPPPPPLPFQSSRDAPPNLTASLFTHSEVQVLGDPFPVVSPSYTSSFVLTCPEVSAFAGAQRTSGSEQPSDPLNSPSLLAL
Wnt act: activates Wnt/beta-catenin signaling in a reporter cell assay; activator, plate reader; activation, % at 9.35 µM; 300,000 tested, 1.2% active; AID 743398; in the data active = activation above about 30%, passing the limit was not always enough; inconclusive = no clear call, values can overlap the other calls;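 note: 0% = neutral control wells and 100% = positive control wells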
Tat export inh: inhibitors of E. coli Tat protein transport; E. coli MC4100 TorA-mCherry Tat export, fluorescence; inhibition, % at 10 µM; 340,000 tested, 0.036% active;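 active = mean replicate inhibition at least 50% and at least half of replicates individually reaching 50%; inconclusive = only one of the two criteria met; inactive = neither criterion met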;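 note: exported cargo escapes ClpAP degradation while cytoplasmic cargo is degraded and loses fluorescence; 0% = median of neutral control wells and 100% = median of NaSCN control wells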
An asterisk follows results filed as active; ? = inconclusive; . = no result given.

Order of results: CAL PDZ FP-1	V-ATPase pHluor	CDK5 inh	CAL PDZ FP-2	MITF TRPM1 HTS	Rtt109 Vps75	cardiac RTF act	dFosB activator	Wnt act	Tat export inh
> COc1ccc(C)cc1-n1c(SCC(=O)Nc2cccc(C(=O)O)c2)nc2ccccc2c1=O
→ -1.7	1.0	-9.6	-3.4	-1.3	1.0	-1.7	-12.9	2.3	23.1
> CN(Cc1ccccn1)C(=O)C1CCC(=O)N(Cc2cccc(F)c2)C1 (stereo not given)
→ -3.8	-0.6	0.2	-2.2	-7.4	-13.5	0.2	4.7	-2.8	-5.2
> O=C(CN1CCN(c2ccc(F)cc2)CC1)OCc1ccccc1
→ -5.8	0.3	-0.4	-0.7	.	1.9	2.1	3.4	.	8.2
> CCOC(=O)N1CCC(=NNc2ccnc3cc(Cl)ccc23)CC1
→ -0.2	-0.5	0.6	-3.6	-10.1	-2.8	3.9	-4.3	-0.1	-6.5
> CN1/C(=C\C(=O)Nc2ccc(Br)cc2)C(C)(C)c2ccccc21
→ -0.6	-3.0	2.0	-3.1	11.6	39.4	-18.3	-4.2	-0.2	17.3
> CN(C(=O)c1ccc(NC(=O)Cc2ccc(NC(=O)C3CCCN(C(=O)C4CCC4)C3)cc2)cc1)C1CC1 (stereo not given)
→ -1.5	-0.8	11.4	-0.3	11.2	1.5	0.9	-2.1	-2.6	-0.6
> Cn1c(SCc2ccccc2F)nnc1-c1ccccn1
→ -2.0	-1.8	-1.8	-2.6	53.7	0.8	-0.8	7.7	56.0*	-5.7
> CCCCCCCCNC1=CC(=O)CC(C)(C)C1
→ -3.1	-1.7	0.3	-0.3	.	?	1.6	3.8	-1.1	-10.4
> CS(=O)(=O)N(CC(=O)N1CCN(c2ccccc2F)CC1)C1CCCCC1
→ -2.4	0.5	-0.6	-2.4	1.5	-13.3	-4.3	-10.1	-5.3	-1.8
> CS(=O)(=O)Nc1ccccc1C(=O)Nc1cc2c(cc1C(=O)O)OCCCO2
→ -8.0	0.4	-0.5	-1.7	12.3	2.7	-0.4	-4.3	0.5	-0.7
> CC(C)c1ccc(-c2csc3ncnc(N4CCN(C)CC4)c23)cc1
→ 1.6	-3.7	1.7	-2.3	6.6	-1.9	-1.5	-19.5	-1.9	5.1
> O=C(c1c[nH]c2ccccc2c1=O)N1CCCCCC1
→ -6.4	-0.7	-0.1	-3.2	-0.3	-2.9	3.5	0.9	-0.1	-3.3
> O=C(NCCNC(=O)c1ccc(F)cc1)c1ccc(F)cc1
→ -4.1	0.4	1.6	0.2	1.8	-15.4	2.8	0.9	1.1	-0.5
> CC1CCC(NC(=O)CNC(=O)c2cccs2)CC1 (stereo not given)
→ -1.2	1.5	-0.5	-0.3	17.4	-10.5	-4.0	4.2	10.6	3.6
> COCCOc1cc(N)c(Cl)cc1Cl
→ -1.5	-2.0	-2.1	0.0	-1.1	6.0	-6.3	1.6	0.1	-9.4

Entries of single compounds as entered above. Order of values: CAL PDZ FP-1, V-ATPase pHluor, CDK5 inh, CAL PDZ FP-2, MITF TRPM1 HTS, Rtt109 Vps75, cardiac RTF act, dFosB activator, Wnt act, Tat export inh
Record of CN(C(=O)c1ccc(NC(=O)Cc2ccc(NC(=O)C3CCCN(C(=O)C4CCC4)C3)cc2)cc1)C1CC1 (stereo not given) = -1.5, -0.8, 11.4, -0.3, 11.2, 1.5, 0.9, -2.1, -2.6, -0.6
Record of CN1/C(=C\C(=O)Nc2ccc(Br)cc2)C(C)(C)c2ccccc21 = -0.6, -3.0, 2.0, -3.1, 11.6, 39.4, -18.3, -4.2, -0.2, 17.3

Continued:
Order of results: CAL PDZ FP-1	V-ATPase pHluor	CDK5 inh	CAL PDZ FP-2	MITF TRPM1 HTS	Rtt109 Vps75	cardiac RTF act	dFosB activator	Wnt act	Tat export inh
> COc1ccc(C(=O)NCC(c2cccnc2)N2CCN(c3ccccc3OC)CC2)cc1OC (stereo not given)
→ -7.3	-0.3	-2.3	0.0	.	-5.8	5.7	-5.6	5.0	-5.9
> CCc1ccc(OCC(=O)NNC(=O)CSc2nnc(-c3ccc(C)cc3)n2C)cc1
→ -4.5	-4.0	-8.6	-0.4	-18.3	-7.2	11.8	0.5	6.3	20.0
> CCOC(=O)c1ccc(-n2c(C)ccc2C)cc1
→ 0.1	-6.5	-0.3	-3.0	6.3	0.9	3.6	-1.4	.	22.7
> Cc1ccc(NC(=O)CSc2nc3nc(C)c(Br)cc3[nH]2)cc1F
→ -5.2	0.6	-0.3	-2.5	-3.1	1.5	7.3	57.2*	2.4	5.4
> CCC1=NN(C(=O)c2ccc(Br)cc2)C(O)(c2ccccc2)C1 (stereo not given)
→ -2.8	-1.3	-0.4	-2.9	-8.3	-6.4	-4.2	2.6	-1.8	-3.6
> CCC(C)[C@H](N)c1nnc(SCC(=O)c2ccc(Cl)cc2)o1 (stereo not given in full)
→ .	2.6	1.1	-2.3	-6.1	-2.2	0.7	-9.4	.	-0.4
> CC1CN2C(c3ccc([N+](=O)[O-])cc3)=CSC2=N1 (stereo not given)
→ 5.7	0.4	-2.4	1.2	.	5.8	4.0	1.1	0.4	-4.2
> COc1ccc2oc(=O)c(-c3nnc(NCc4ccco4)s3)cc2c1
→ -2.1	-3.8	1.4	-1.6	2.2	-54.3	-1.3	-0.3	?	-9.6
> O=C(NCc1ccco1)c1ccc(Cl)c(S(=O)(=O)N2CCOCC2)c1
→ 2.0	0.2	0.0	0.3	.	10.0	-1.6	-3.7	.	4.1
> FC(F)(F)c1cnc2c(c1)[nH]c(=S)n2-c1ccc(Cl)cc1
→ -5.1	4.1	2.0	1.1	.	-6.2	1.8	-1.4	0.8	3.5
> O=[N+]([O-])c1ccc(CC(Cl)c2ccccn2)cc1 (stereo not given)
→ -0.5	-3.3	1.4	-1.2	73.2	-2.3	11.0	-7.7	28.1	6.2
> COc1ccccc1NC(=O)Cn1c(=O)n2nc(C)nc2c2ccccc21
→ -1.2	1.4	1.8	0.5	2.4	-12.8	-6.5	1.4	0.0	-4.4
> CCCCN(C(=O)CCCc1nc2ccccc2s1)c1c(N)n(CC(C)C)c(=O)[nH]c1=O
→ .	0.1	-3.6	-1.0	-8.4	1.6	1.0	-7.2	-4.9	-3.0
> O=c1oc2ccccc2cc1-c1csc(NN=C2CCCCC2)n1
→ 7.5	-9.2	-0.1	-2.8	77.2	.	2.0	-2.4	.	-1.1
> Cc1noc(C)c1S(=O)(=O)N1CCCC1C(=O)O (stereo not given)
→ .	1.7	-1.2	0.3	9.4	-0.9	-5.7	-1.2	-2.6	-1.4
> CCOC(=O)c1[nH]c(C)c(CN(CCc2ccc(OC)c(OC)c2)C(=O)CCCC(=O)O)c1C
→ -2.3	-0.9	0.0	-0.2	5.0	10.9	6.4	3.2	.	-4.3
> CC(C)Cn1cnc2c1c(=O)n(CC(=O)NC(=O)NC(C)(C)C)c(=O)n2Cc1ccccc1
→ -2.6	-4.7	-0.6	-2.1	3.2	0.2	-0.1	-12.2	-3.2	-15.8
> CN1C(=O)C(C)(C)c2cc(S(=O)(=O)NCC(=O)NCc3ccccc3)ccc21
→ .	0.1	1.5	0.1	.	-5.1	2.0	2.4	.	-5.4
> N/C(=N\S(=O)(=O)c1cccs1)c1ccccc1
→ 6.4	-2.1	-0.6	0.7	1.8	-16.5	-7.0	-2.3	.	-22.8
> NS(=O)(=O)c1ccc(CCNS(=O)(=O)c2cccc3nsnc23)cc1
→ 6.3	4.0	-0.7	-2.9	-2.4	3.6	-9.5	-0.8	-3.1	-4.3
> CCOC(=O)CCc1cccc2c1CCC2=O
→ -0.2	-2.7	0.2	-0.1	2.6	2.3	6.3	0.9	.	-6.6
> Cc1cc(=O)oc2cc(OCC(=O)NC3CCCCC3)c(Cl)cc12
→ -3.7	-0.1	-1.0	-0.1	20.7	0.0	4.5	-2.1	-0.4	4.6
> COC(=O)c1ccc(NC(=O)CC(=O)Nc2ccc(C(=O)OC)cc2)cc1
→ -0.7	1.8	-1.7	-1.1	-9.3	-1.0	3.9	-4.1	1.9	-8.1
> CCCc1ncc(C(O)c2cccc(OC)c2)n1C (stereo not given)
→ -0.2	-2.8	0.0	-3.8	12.4	-1.0	2.7	-3.6	5.9	-6.0
> O=C(c1csc2c1CCCC2)N1CCN(c2cccc(C(F)(F)F)c2)CC1
→ .	0.6	1.8	-0.9	.	-4.6	0.9	-9.2	-6.4	6.4
> Cc1ccccc1C(=O)NNC(=O)/C=C/c1ccccc1
→ -1.4	-1.9	-0.3	-2.5	8.5	-12.1	2.8	-6.7	.	2.0
> O=c1cc(CN2CCN(C/C=C/c3ccccc3)CC2)c2cc(O)ccc2o1
→ -3.5	-6.6	0.5	-2.2	.	13.3	1.7	-11.2	-4.0	4.5
> COc1c(C)cccc1C(=O)NCc1ccc2c(c1)OCO2
→ 2.9	0.3	-0.1	-0.5	-11.9	0.0	2.0	4.9	2.1	-1.1
> C/C(CC(=O)Nc1cccc2c1CCCC2)=N\NC=O
→ -4.5	7.6	2.1	-0.7	-7.4	-8.8	3.3	5.7	-7.0	-7.0
> O=C(COC(=O)Cc1c[nH]c2ccccc12)NC1CCCCC1
→ 0.5	0.3	-0.3	-0.6	-4.1	6.2	3.5	-3.4	1.3	2.9

Reprinted at random: 4 records from the list, in no set order.
Order of results: CAL PDZ FP-1	V-ATPase pHluor	CDK5 inh	CAL PDZ FP-2	MITF TRPM1 HTS	Rtt109 Vps75	cardiac RTF act	dFosB activator	Wnt act	Tat export inh
> Cc1ccccc1C(=O)NNC(=O)/C=C/c1ccccc1
→ -1.4	-1.9	-0.3	-2.5	8.5	-12.1	2.8	-6.7	.	2.0
> O=c1cc(CN2CCN(C/C=C/c3ccccc3)CC2)c2cc(O)ccc2o1
→ -3.5	-6.6	0.5	-2.2	.	13.3	1.7	-11.2	-4.0	4.5
> O=C(c1csc2c1CCCC2)N1CCN(c2cccc(C(F)(F)F)c2)CC1
→ .	0.6	1.8	-0.9	.	-4.6	0.9	-9.2	-6.4	6.4
> CC(C)Cn1cnc2c1c(=O)n(CC(=O)NC(=O)NC(C)(C)C)c(=O)n2Cc1ccccc1
→ -2.6	-4.7	-0.6	-2.1	3.2	0.2	-0.1	-12.2	-3.2	-15.8

Rows are unselected; 4.1% or so of the library scored in one or more.
